Screens: PubChem, several laboratories
MCL1-BIM inh = inhibitors of human MCL1 binding to BIM-BH3 peptide; AID 2057; Q07820; GST-MCL1 / FITC-Bim-BH3 fluorescence polarization; inhibition, % at 10.9 µM; 320,000 compounds, 0.68% hits;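 active = inhibition above the mean inhibition of all tested compounds plus 3 SD, set per campaign, cut at about 40% in these data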;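 note: 0% = DMSO wells and 100% = unlabeled Bim-BH3 peptide control; higher means more loss of mP so more displacement of Bim peptide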
VLA-4 inh = inhibition in a human VLA-4 binding assay; P13612; VLA-4 expressing cells, ligand binding flow cytometry; inhibition, % (about 7 µM as worked out from the volumes in the protocol); 330,000 compounds, 0.2% hits; AID 2557; in the data active = inhibition above about 50%
MEX-5 binding = C. elegans MEX-5 TCR-2 RNA binding activity; activity score (negative = inhibition of binding), % at 10 µM; MEX-5/FITC-TCR2 RNA binding, fluorescence polarization; active compounds read low; Q9XUB2; 300,000 compounds, 0.38% hits;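 active = inhibition past about -25% in most replicates, and total fluorescence under double the plate's negative control median, limit read from the data; inconclusive = replicates evenly split on the limit, or fluorescence at least double controls; inactive = too little inhibition in most replicates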;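 note: 0% = DMSO and -100% = 5 µM competing unlabeled TCR2 RNA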
Target sequence (Q9XUB2 whole entry, looked up): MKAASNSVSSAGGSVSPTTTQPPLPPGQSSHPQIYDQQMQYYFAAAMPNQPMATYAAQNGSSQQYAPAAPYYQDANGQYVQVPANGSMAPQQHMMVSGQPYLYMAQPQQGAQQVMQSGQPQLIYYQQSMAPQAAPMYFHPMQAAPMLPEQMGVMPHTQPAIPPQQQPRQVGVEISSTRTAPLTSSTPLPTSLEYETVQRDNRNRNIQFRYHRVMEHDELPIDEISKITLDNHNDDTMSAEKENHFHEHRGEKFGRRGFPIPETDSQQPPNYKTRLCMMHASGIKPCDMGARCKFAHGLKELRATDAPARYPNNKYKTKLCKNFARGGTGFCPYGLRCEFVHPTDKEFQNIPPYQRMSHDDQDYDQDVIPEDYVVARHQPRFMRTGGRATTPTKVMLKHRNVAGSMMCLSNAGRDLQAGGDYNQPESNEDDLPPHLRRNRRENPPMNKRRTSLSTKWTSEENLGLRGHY
GRK2 aptamer HTS = blocks RNA aptamer binding to human GRK2; P25098; bead flow cytometry, FAM-aptamer displacement from GRK2; inhibition of aptamer binding, % at 10 µM; 330,000 compounds, 0.59% hits; AID 488847;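 active = inhibition of aptamer binding above 40%, roughly 3 SD of noise, on plates passing a quality check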;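 note: median bead fluorescence of bound FAM aptamer so fluorescent compounds give negative values; no value below 0 was filed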
Fam108B counter = Fam108B inhibition, counter-screen for RBBP9 inhibitors; recombinant Fam108B, FP-Rh probe fluorescence polarization; 300,000 compounds, 0.33% hits; inhibition, % at 9.51 µM;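 active = inhibition above the screen mean inhibition plus 3 SD, computed separately per campaign, cut at about 18% in these data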;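 note: inhibitors lower polarization as less probe binds the enzyme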
BCLXL inh = blocks human Bcl-xL binding to Bim BH3 peptide; Q07817; GST-Bcl-xL / FITC-Bim BH3 peptide fluorescence polarization; inhibition, % at 10.9 µM; 320,000 compounds, 0.7% hits; AID 2129;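 active = inhibition above the mean of all tested compounds plus 3 SD, cutoff set per campaign, cut at about 30% in these data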;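 note: 0% = DMSO wells and 100% = unlabeled Bim-BH3 peptide competitor; inhibitors lower millipolarization by displacing the labeled peptide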
PME-1 primary = blocks human protein phosphatase methylesterase 1; inhibition, % at 5.9 µM; Q9Y570; 320,000 compounds, 0.53% hits; AID 2130; recombinant PME-1, FP-Rh probe fluorescence polarization;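 active = inhibition above the campaign mean of all compounds plus 3 SD, cut at about 26% in these data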;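 note: competitive labeling of PME-1 active site by serine hydrolase directed probe; 0% = PME-1 with DMSO and 100% = wells lacking PME-1 enzyme; inhibitors block probe labeling so polarization falls and inhibition rises; many of its hits are not listed in these tables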
Target sequence (Q9Y570 whole entry, looked up): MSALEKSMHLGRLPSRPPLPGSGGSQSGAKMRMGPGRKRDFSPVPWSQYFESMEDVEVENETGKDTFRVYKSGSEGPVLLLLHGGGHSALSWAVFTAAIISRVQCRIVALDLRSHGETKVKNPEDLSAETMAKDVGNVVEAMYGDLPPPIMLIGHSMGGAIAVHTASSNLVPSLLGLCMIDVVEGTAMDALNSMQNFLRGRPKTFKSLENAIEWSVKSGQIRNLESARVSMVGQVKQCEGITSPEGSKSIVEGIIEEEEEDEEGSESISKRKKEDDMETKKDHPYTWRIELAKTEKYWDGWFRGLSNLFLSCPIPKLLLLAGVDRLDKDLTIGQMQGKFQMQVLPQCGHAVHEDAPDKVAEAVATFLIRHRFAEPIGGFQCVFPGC
Efflux pump mplx = blocks antifungal efflux pumps in multiplex yeast assay. S. cerevisiae Candida pump triplex, Nile Red efflux. AID 485275. inhibition, % at 10 µM. 330,000 compounds, 0.44% hits;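 active = plate passing quality check with inhibition over a set limit, or well fluorescence over plate mean plus 4 SD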;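 note: Nile Red retained in pooled yeast measured as flow cytometry median fluorescence; 0% = buffer negative control and 100% = Enniatin B positive control; higher means more Nile Red kept so more efflux inhibition; some compounds called inactive have numbers as strong as hits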
GLD-1 TGE inh = GLD-1-TGE RNA interaction inhibition (C. elegans); purified GLD-1 + fluorescein TGE RNA, fluorescence polarization; inhibition, % at 5.96 µM; 320,000 compounds, 0.44% hits; AID 2280;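 active = percent inhibition above a per-plate cutoff, the plate mean of test compounds plus 3 SD, cut at about 30% in these data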;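 note: 0% = DMSO wells with GLD-1 and probe and 100% = wells lacking GLD-1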
* marks the source's active call; other numbers are inactive results; u = inconclusive; x = not tested or not shown.

SMILES	MCL1-BIM inh	VLA-4 inh	MEX-5 binding	GRK2 aptamer HTS	Fam108B counter	BCLXL inh	PME-1 primary	Efflux pump mplx	GLD-1 TGE inh
COc1cc(/C=N/NC(=O)c2ccc(Cl)cc2)ccc1OCC(=O)N1CC(C)OC(C)C1 (stereo not drawn)	-2.6	0.0	-1.8	0.0	-2.5	4.7	1.8	-0.1	1.4
Cc1ccc(C(=O)C(C)OC(=O)C2CCN(c3ccc(C(F)(F)F)cn3)CC2)cc1C (stereo not drawn)	1.6	-4.9	3.0	0.0	2.9	2.8	-4.2	0.0	1.5
O=C(Nc1nnc(CCN2CCCCC2)s1)c1ccc(Cl)cc1Cl	7.7	-3.7	5.1	1.0	-4.1	5.3	-5.6	0.0	2.2
C=CC[C@H](CC(=O)N(CCO)Cc1ccccc1)C(=O)N[C@H](C)COC(=O)[C@@H](CC=C)Cc1ccc(F)cc1	x	10.6	x	1.0	x	x	x	0.1	5.2
Cc1ccc(C2C=NN(c3ccccc3)C2=O)cc1 (stereo not drawn)	2.5	9.8	-1.2	1.0	-1.6	0.5	3.3	0.0	-1.6
O=C(NC1CCCc2ccccc21)c1n[nH]c(=O)c2ccccc12 (stereo not drawn)	1.8	9.6	1.5	1.0	-1.3	4.2	-1.1	-0.5	-1.0
CC(C)(C)c1ccc(NC(=O)COC(=O)C2=COCCO2)cc1	-0.1	6.0	0.3	0.0	1.5	5.3	0.5	0.0	1.4
CCC(C)C(NC(=O)c1ccc(Cl)cc1)C(=O)Nc1cccnc1 (stereo not drawn)	7.6	13.9	2.1	2.0	0.9	5.9	0.4	0.0	-6.4
Clc1ccc(-c2cc(CN3CCOCC3)no2)cc1	3.6	2.4	1.2	0.0	1.2	4.7	4.1	-0.4	4.0
N#Cc1cn(-c2ccccc2)nc1-c1ccccc1	1.7	17.4	2.3	1.0	-2.5	-1.6	1.4	-0.1	7.3
C=CCNC(=O)CN(c1ccccc1OCC)S(=O)(=O)c1ccc(C)cc1	-4.2	18.6	-0.2	0.0	-0.2	-7.0	1.7	0.1	-6.2
Cc1ccc(CNC2=NCCCCC2)n1C	7.4	-15.9	-2.1	11.0	0.7	7.5	-1.2	0.4	7.6
O=C(Nc1ccccc1)N1CCC(c2nc(-c3ccc(S(=O)(=O)N4CCOCC4)cc3)no2)CC1	-0.7	6.8	-1.4	3.0	-4.1	-4.6	10.2	0.0	-7.2
CC(/C=C/c1ccc(O)cc1)=N/O	-13.1	25.0	2.5	0.0	8.5	1.3	-4.0	0.0	4.6
CCOC(=O)c1ccc2c(c1)nc(COc1ccc(OC)cc1)n2CC	8.2	-4.8	-0.6	0.0	1.1	3.0	1.8	0.1	9.9
CC(C)c1ccc(NC(=O)CN2CCN(c3ccccn3)CC2)cc1	-6.4	14.0	0.7	1.0	2.1	-2.9	2.5	0.3	-3.1
Cc1ccc(Cn2ccc(NC(=O)CCSc3nc(-c4ccco4)cc(C(F)(F)F)n3)n2)cc1	-7.3	12.4	-2.8	1.0	-11.2	3.3	-7.3	0.0	3.3
Cc1ccc(NC(=O)c2ccc(Cl)c(S(=O)(=O)N3CCCC3)c2)nc1	-1.6	0.5	0.1	1.0	0.2	2.5	-0.8	0.0	-3.6
COc1cccc2sc(N)nc12	-0.6	10.6	x	1.0	x	-2.0	-0.4	-0.2	2.0
CC(=O)N/C(=C/c1ccc2c(c1)OCO2)C(=O)NCC(=O)O	-1.7	-2.8	3.4	0.0	0.5	0.2	2.6	0.2	-4.7
CCCCNC(=O)c1cn(CC)c2ccc(S(=O)(=O)N3CCCCCC3)cc2c1=O	-3.6	0.0	0.9	5.0	-0.4	0.4	0.2	-0.1	3.0
CCOCC(=O)N(CC)Cc1ccccc1	-11.3	8.9	-0.4	1.0	0.3	4.7	-4.0	0.0	-2.9
COCc1cc(C)nc(Oc2ccccc2)c1C#N	2.4	-12.2	-1.5	2.0	-5.9	3.3	-3.5	0.0	-8.1
CCCC12CN3CCN(CC(C3)/C1=N\NC(=O)Nc1ccccc1)C2	3.1	-3.3	1.4	2.0	2.5	-0.1	-6.0	0.1	1.1

A few values from the entries so far.
PME-1 primary, CC(C)c1ccc(NC(=O)CN2CCN(c3ccccn3)CC2)cc1 = 2.5
Efflux pump mplx, CCCC12CN3CCN(CC(C3)/C1=N\NC(=O)Nc1ccccc1)C2 = 0.1
Fam108B counter, CC(=O)N/C(=C/c1ccc2c(c1)OCO2)C(=O)NCC(=O)O = 0.5

Remaining list, next part:
SMILES	MCL1-BIM inh	VLA-4 inh	MEX-5 binding	GRK2 aptamer HTS	Fam108B counter	BCLXL inh	PME-1 primary	Efflux pump mplx	GLD-1 TGE inh
FC(F)(F)c1cc(-c2ccco2)nc(-n2nc(C(F)(F)F)cc2C2CC2)n1	-2.9	5.9	-2.0	0.0	-1.3	-0.7	0.7	0.3	5.7
CCN(CC1CCCO1)C(=O)c1cc(COc2ccc(F)cc2F)on1 (stereo not drawn)	-3.9	-2.7	2.4	3.0	3.7	1.0	1.3	-0.1	6.7
CCN1/C(=C\C(=S)Nc2ccccc2)Sc2ccccc21	16.6	-6.6	0.2	16.0	-1.5	14.6	-4.8	-0.1	-14.6
CC(=Nc1ccccc1)C1=C(O)CCCC1=O	7.7	2.6	1.6	35.0	0.6	2.2	0.4	0.2	-4.9
COc1ccc(NS(=O)(=O)N2CCOCC2)cc1	0.2	-1.2	1.0	0.0	6.0	0.5	0.0	0.3	10.6
O=C(COC(=O)c1ccc(Br)o1)NCc1ccc2c(c1)OCO2	x	-0.8	x	2.0	x	x	x	0.2	10.4
O=S(=O)(c1cccc2cccc(Cl)c12)N1CCCC1	7.0	3.4	1.2	0.0	2.2	3.5	2.5	0.1	-6.2
CC(=O)Cc1nsc(NC(=O)c2ccc(COc3ccc(C)cc3)o2)n1	2.7	-8.0	-3.4	0.0	-2.0	-0.3	-6.0	-0.1	-6.2
CCn1ccnc1CNC(=O)CC1C(=O)NCCN1CCCc1ccccc1 (stereo not drawn)	3.8	8.9	-1.1	0.0	0.1	11.3	0.2	0.0	-1.3
COc1ccccc1C(C)NCC(=O)Nc1ccccc1C(F)(F)F (stereo not drawn)	0.1	5.3	1.2	0.0	3.1	1.5	5.7	0.1	5.0
Cc1ccc(CNS(=O)(=O)c2cc(F)ccc2CN2C(=O)c3cccnc3C2=O)o1	-2.3	-6.2	0.1	0.0	5.7	3.7	0.2	0.0	0.6
CCOc1ccc(OCC)c(NC(=O)CSc2nc3ccccc3c(=O)n2C)c1	0.0	5.4	-1.5	1.0	1.9	8.1	8.0	0.0	8.1
CCCC1=[N+](CC(=O)c2ccc(Br)cc2)CCn2cccc21	-76.8	-2.2	4.8	0.0	0.5	-42.1	-8.2	-0.2	-39.2
COc1ccccc1CN1Cc2cccc3c2[C@@H](CC1=O)[C@H](O)[C@H](O)C3	1.8	0.0	x	3.0	x	7.5	-3.3	-0.6	4.0
N#Cc1ncc(C(F)(F)F)cc1Sc1ccc(N)cc1	-1.4	-0.7	-0.4	0.0	-1.9	5.7	0.6	-0.1	6.4
CCn1c(=O)c([N+](=O)[O-])c(NCCN(C)C)c2ccccc21	-2.0	-9.6	1.1	0.0	-3.6	2.7	-4.6	0.0	1.6
CC1CCCN(CCCNC(=O)C2CC(=O)N(CCc3ccccc3)C2)C1 (stereo not drawn)	1.2	-10.4	-1.7	0.0	-2.3	-6.7	-5.2	0.1	-0.6
C=CCNC(=O)C(C)Sc1ccc(Cl)cc1 (stereo not drawn)	-2.5	-1.3	-0.7	0.0	8.8	1.4	2.6	0.0	-4.8
CN(C)C(=O)CSc1nc2ccccc2c(=O)[nH]1	7.0	5.3	-2.4	0.0	2.5	2.1	3.3	-0.1	-0.1
O=C(Nc1cccnc1)C1(F)C(F)(F)C(F)(F)C(F)(F)C(F)(F)C1(F)F	-1.0	8.9	0.1	2.0	-0.5	-0.7	-6.4	0.1	-7.0
CCn1c(C)nc2cc(C(=O)N/N=C/c3cccc(OC)c3O)ccc21	9.4	16.1	-2.0	7.0	6.8	6.9	-2.5	0.5	1.1
O=C(COC(=O)c1cc(=O)[nH]c2ccccc12)NCc1cccs1	-2.6	-18.4	-1.0	2.0	-4.0	-0.1	-6.2	-0.1	-4.0
Cc1cc(C(=O)NC2CCCc3c2cnn3-c2cccc(C)c2C)n(C)n1 (stereo not drawn)	2.7	0.0	-5.2	6.0	-1.0	5.2	0.7	0.0	3.7
O=C(CSc1nnc(-c2ccco2)n1CC1CCCO1)c1ccccc1 (stereo not drawn)	-1.1	12.1	-1.8	0.0	-1.3	-4.7	-0.9	-0.1	4.8
Cc1ccccc1CN1CCN(C(=O)c2cccc(F)c2)CC1	-5.9	12.3	-0.3	0.0	0.1	-3.3	3.6	0.0	-6.0
O=C1c2ccccc2C(=O)N1c1ccccc1S(=O)C(F)(F)F (stereo not drawn)	19.9	11.2	-2.0	0.0	-0.5	6.1	-1.8	0.1	6.0
C[C@]12C(=O)N(c3ccc(Br)cc3)C(=O)N1[C@@H]1c3ccccc3OC[C@@H]1[C@H]2c1ccccc1	1.9	19.2	-2.3	0.0	3.6	4.7	-0.3	-0.1	3.5
O=C(CC1C(=O)NCCN1C/C=C/c1ccccc1)NCCc1cnccn1 (stereo not drawn)	3.3	13.1	-2.3	0.0	2.4	3.4	-3.3	0.1	2.3
CCN1/C(=C/c2ccc3cccc(C)c3[n+]2CC)Sc2ccccc21	-37.0	x	u	91.0*	-7.2	-21.7	-8.0	2.4*	47.1*
COc1cccc(/C=C2/CN(C)CC3=C2OC(N)=C(C#N)C3c2cccc(OC)c2)c1 (stereo not drawn)	-19.1	-28.1	0.6	17.0	0.3	-3.8	-2.1	0.0	-5.8
COc1ccc(NC(=O)CSc2nncs2)cc1OC	-0.9	26.5	-4.5	2.0	-0.4	7.3	-3.5	-0.1	2.1
O=C(CC1C=Cc2ccccc2N1C(=O)c1ccccc1)c1ccccc1 (stereo not drawn)	-5.9	10.8	-4.1	0.0	-2.4	2.1	-5.3	-0.3	-4.1
Cc1ccc(S(=O)(=O)N2CCCC2C(=O)O)cc1 (stereo not drawn)	0.1	5.0	1.1	0.0	1.9	2.5	-6.4	-0.2	5.6
COc1ccc(OCC(O)Cn2c(=N)n(CCN3CCCCC3)c3ccccc32)cc1 (stereo not drawn)	2.0	-0.5	x	0.0	2.2	3.0	4.4	0.0	1.8
Cc1cc(-n2ccc(=O)[nH]c2=O)nc(-c2ccccc2)n1	-2.6	6.5	0.3	0.0	-1.5	1.5	-4.9	0.0	-0.1
O=C(CN1C(=O)S/C(=C\c2cccc(Cl)c2)C1=O)NCCCn1ccnc1	-2.6	42.2	0.9	4.0	-3.5	1.8	6.6	0.3	0.2
CC(C)(C)n1nnnc1C(c1ccccc1)N1CCc2ccccc2C1 (stereo not drawn)	7.3	1.5	2.9	4.0	-0.1	4.5	4.0	-0.1	5.6

This is a subset. The share of hits here may be higher or lower than overall.
